G9a block: blocks human histone lysine methyltransferase G9a. Potency, µM (series often up to 102 µM), for the others: at the top dose activity, negative = inhibition, most hits filed as inhibitors. G9a H3K9 monomethylation, AlphaScreen, 2 h. Q96KQ7. 350,000 tested, 8.8% active; also: potency is read from the fitted curve at half-maximal effect; % is scaled to controls: 0 for no effect and ±100 for the full control effect; nearly all actives have a fitted effect of over 75% in size
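AlphaScreen read-out: biotin-H3K9 peptide (500 nM) methylation by 20 nM enzyme with 20 uM SAM, 2 h at room temperature after 15 min compound preincubation; anti-monomethyl H3K9 antibody plus donor/acceptor beads, 10 min dark.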
HP1b binding inh: blocks HP1-beta chromodomain binding to methylated histone tails; P83916; AlphaScreen HP1-beta / biotin-H3K9me3 peptide binding; Potency, µM (doses to about 114 µM), for inactives: top-dose activity change, negative = inhibition, most hits filed as inhibitors; 390,000 tested, 0.56% active; AID 540317; also: potency is read from the fitted curve at half-maximal effect; nearly all actives have a fitted effect of over 70% in size; inactives centre near 23
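AlphaScreen: HP1-beta (50 nM) preformed 30 min with biotin-H3(1-18)K9me3 peptide (50 nM) in PBS pH 7.4, 0.01% Tween-20. Compound added for 30 min at RT, then streptavidin donor/nickel chelate acceptor beads (10 ug/mL) for 30 min.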
JMJD2A Tudor: JMJD2A Tudor domain (human) inhibition; O75164; AlphaScreen JMJD2A-Tudor / H3K4me3 peptide binding; Potency, µM (doses to about 114 µM), for inactives: top-dose activity change, negative = inhibition, hits mostly inhibitors; 390,000 tested, 4.4% active; also: potency is read from the fitted curve at half-maximal effect; % is scaled to controls: 0 for no effect and ±100 for the full control effect; nearly all actives have a fitted effect of over 50% in size
BAZ2B inh: inhibitors of human BAZ2B bromodomain. Potency, µM (titrated, usually from 114 µM), for the others: at the highest dose activity change, negative = inhibition, actives largely listed as inhibitors. AlphaScreen BAZ2B-H3K14Ac peptide displacement. 360,000 tested, 4.4% active; also: potency is read from the fitted curve at half-maximal effect; % is scaled to controls: 0 for no effect and ±100 for the full control effect; nearly all actives have a fitted effect of over 60% in size
Target sequence (Q9UIF8 whole entry, looked up): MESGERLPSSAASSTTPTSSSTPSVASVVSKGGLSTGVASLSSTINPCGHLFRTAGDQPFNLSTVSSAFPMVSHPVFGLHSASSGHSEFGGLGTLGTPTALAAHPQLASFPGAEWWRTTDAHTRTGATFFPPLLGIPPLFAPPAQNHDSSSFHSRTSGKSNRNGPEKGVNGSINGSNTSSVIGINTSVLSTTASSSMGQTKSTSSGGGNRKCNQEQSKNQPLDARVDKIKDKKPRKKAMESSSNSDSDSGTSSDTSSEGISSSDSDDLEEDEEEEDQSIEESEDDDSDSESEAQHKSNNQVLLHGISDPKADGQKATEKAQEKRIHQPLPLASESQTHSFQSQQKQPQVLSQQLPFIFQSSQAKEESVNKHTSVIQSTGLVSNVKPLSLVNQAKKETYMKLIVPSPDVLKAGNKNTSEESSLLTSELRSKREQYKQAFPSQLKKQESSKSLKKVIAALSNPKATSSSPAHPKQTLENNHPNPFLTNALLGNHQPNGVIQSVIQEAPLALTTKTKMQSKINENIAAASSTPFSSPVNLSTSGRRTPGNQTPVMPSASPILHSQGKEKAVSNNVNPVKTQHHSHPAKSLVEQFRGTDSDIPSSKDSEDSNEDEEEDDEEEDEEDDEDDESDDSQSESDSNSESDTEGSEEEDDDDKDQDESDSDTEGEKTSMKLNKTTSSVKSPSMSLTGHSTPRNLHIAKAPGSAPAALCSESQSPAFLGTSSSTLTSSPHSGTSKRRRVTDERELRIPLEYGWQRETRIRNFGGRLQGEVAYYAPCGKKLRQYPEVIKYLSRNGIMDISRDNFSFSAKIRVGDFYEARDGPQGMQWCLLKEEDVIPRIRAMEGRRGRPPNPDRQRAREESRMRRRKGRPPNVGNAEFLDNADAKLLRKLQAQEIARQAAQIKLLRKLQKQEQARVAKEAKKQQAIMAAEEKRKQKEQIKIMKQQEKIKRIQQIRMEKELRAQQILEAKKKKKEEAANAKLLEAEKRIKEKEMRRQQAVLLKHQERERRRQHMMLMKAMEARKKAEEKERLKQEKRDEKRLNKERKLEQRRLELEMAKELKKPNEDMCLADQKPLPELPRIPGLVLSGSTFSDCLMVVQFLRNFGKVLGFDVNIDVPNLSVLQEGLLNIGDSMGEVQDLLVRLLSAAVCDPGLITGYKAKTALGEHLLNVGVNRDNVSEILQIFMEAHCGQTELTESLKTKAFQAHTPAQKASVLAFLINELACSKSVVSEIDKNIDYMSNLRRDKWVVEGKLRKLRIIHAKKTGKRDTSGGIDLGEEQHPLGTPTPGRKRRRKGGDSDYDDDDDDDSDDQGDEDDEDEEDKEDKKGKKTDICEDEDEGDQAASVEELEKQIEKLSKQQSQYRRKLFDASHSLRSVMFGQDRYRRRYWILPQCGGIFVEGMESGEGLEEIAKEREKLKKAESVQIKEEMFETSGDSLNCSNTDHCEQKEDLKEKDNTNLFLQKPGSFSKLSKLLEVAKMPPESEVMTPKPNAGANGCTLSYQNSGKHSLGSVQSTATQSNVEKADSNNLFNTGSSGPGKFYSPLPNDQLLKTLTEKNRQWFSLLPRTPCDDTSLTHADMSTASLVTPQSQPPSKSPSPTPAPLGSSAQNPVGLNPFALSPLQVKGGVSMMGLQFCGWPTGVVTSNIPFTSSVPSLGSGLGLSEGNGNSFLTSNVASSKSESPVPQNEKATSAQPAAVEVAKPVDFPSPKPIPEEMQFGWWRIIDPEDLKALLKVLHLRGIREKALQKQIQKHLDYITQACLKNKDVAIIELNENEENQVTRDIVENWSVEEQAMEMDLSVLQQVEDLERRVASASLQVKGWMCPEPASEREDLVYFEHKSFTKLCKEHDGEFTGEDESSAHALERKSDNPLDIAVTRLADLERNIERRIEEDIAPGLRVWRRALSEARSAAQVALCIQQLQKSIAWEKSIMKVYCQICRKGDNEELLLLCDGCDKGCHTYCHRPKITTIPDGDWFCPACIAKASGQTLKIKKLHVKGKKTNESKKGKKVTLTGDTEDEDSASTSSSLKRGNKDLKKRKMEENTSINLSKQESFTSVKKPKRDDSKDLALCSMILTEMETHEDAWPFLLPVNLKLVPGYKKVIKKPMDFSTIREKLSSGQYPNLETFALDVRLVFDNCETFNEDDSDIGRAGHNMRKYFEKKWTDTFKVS
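BAZ2B 50 nM plus b-H3(5-23)K14Ac 50 nM, PBS pH 7.4/0.01% Tween-20, 30 min RT; compound added (max 110 uM), 30 min RT; streptavidin donor/Ni-chelate acceptor beads 10 ug/mL final, 20 min dark; AlphaScreen read.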
PI4K2A block: PI4K2A (human) kinase inhibition; 420,000 tested, 0.13% active; activity change, negative = inhibition, % at 76.9 µM; purified PI4K2A, ADP-Glo luminescence, 1 h; active compounds read low; Q9BTU6; AID 1346378; in the data active = activity change below about -50%; inconclusive = mostly about -30% to -49%;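 also: -100% = wells without enzyme as full effect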
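In this quantitative HTS, ADP production by PI4K2A was quantified luminescently after 1 h at ambient temperature; 100 microM adenosine served as plate-quality control.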
GLS inhibitor: blocks human kidney-isoform glutaminase activity; 410,000 tested, 0.21% active; O94925; GLS enzymatic activity, qHTS titration; Potency, µM (top dose mostly 45.5 µM), without a hit: at the top dose activity change, negative = inhibition, most hits filed as inhibitors; AID 624170; also: potency is read from the fitted curve at half-maximal effect; % is scaled to controls: 0 for no effect and ±100 for the full control effect
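Read-out is an Amplex red fluorescence increase coupled through glutamate oxidase and HRP, measured before and after 30 min room-temperature incubation. hKGA is in 45 mM KH2PO4 (pH 8.2) with 0.02% Tween-20; glutamine added as 1mM solution.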
Pin1 inhibitor: human Pin1 inhibition; Q13526; Pin1 FP peptide displacement, HiFluor488, 10 min; Potency, µM (titrated, usually from 115 µM), for inactives: top-dose activity, negative = inhibition, hits mostly inhibitors; 390,000 tested, 0.009% active; AID 504891; active = well fitted inhibition curve with a large enough effect in the polarisation, with a control signal flat, not every such curve was filed as active; inconclusive = small, poorly fitted or top-dose-only effect, or effect the other way, or a change in a side signal; inactive = no such curve, though single readings can be large or run the other way; the % refers to the polarisation; also: potency is read from the fitted curve at half-maximal effect; % is scaled to controls: 0 for no effect and ±100 for the full control effect
Numbers without * were called inactive; i = inactive; ? = inconclusive; . = not tested or not shown; [ ] = dose if it differs, or a comment. Unless noted, calls follow the shape of the dose curve; as a rule, active = well fitted curve in the direction sought with a large enough effect; inconclusive = small, poorly fitted or top-dose-only effect, or another doubt; inactive = no such curve, though single readings can be large; an effect the other way counts as inactive or inconclusive. These rows are one share of the data; count on the stated rates, not on these rows.

SMILES	G9a block	HP1b binding inh	JMJD2A Tudor	BAZ2B inh	PI4K2A block	GLS inhibitor	Pin1 inhibitor
O=c1[nH]c(=S)n(CCC2=CCCCC2)c(O)c1C=NCc1cccnc1	47%[12.7 µM]	.	.	4%	.	.	.
COc1cc(/C=C2/C(=O)N(c3ccccc3)N=C2C)ccc1OS(=O)(=O)c1ccccc1	35µM*	.	.	28µM*	.	.	.
CC(N)Cc1ccccc1Sc1ccc(O)cc1 (configuration not stated)	35µM*	.	.	-5%[57.1 µM]	.	.	.
Cc1ccc(-n2nc(C)c(C3C(C#N)=C(N)Oc4c3c(=O)oc3ccccc43)c2Cl)cc1 (configuration not stated)	1%[59 µM]	.	.	2%	.	.	.
Cn1c2ccccc2c2cnn(CC(=O)N3CCC4(CC3)OCCO4)c(=O)c21	-13%	.	.	-13%	.	.	.
CCc1nn2c(=O)cc(N3CCN(C)CC3)nc2s1	.	.	-18%	.	.	.	5%
Cn1nc(-c2ccccc2)nc2c(=O)n(C)c(=O)nc1-2	.	10%[57 µM]	-6%[57.1 µM]	.	.	.	.
CCNC[C@H](O)c1cccc(O)c1	6%[21.5 µM]	.	.	.	.	21%[20 µM]	.
O=C1Nc2ccc(Cl)cc2C(c2ccccc2Cl)=NC1O (configuration not stated)	19%[59 µM]	.	.	.	.	7%	.
O=c1[nH]c(=O)n(Cl)c(=O)n1Cl	18%[59 µM]	.	.	.	.	0%	.
C[C@H]1C2Cc3ccc(O)cc3[C@]1(C)CCN2CC1CC1	25%[12.7 µM]	.	.	.	.	12%	.
CCCC(C)(COC(N)=O)COC(=O)NC1CC1 (configuration not stated)	-42%[12.7 µM]	.	.	.	.	5%	.
FC(F)OC(F)(F)C(F)Cl (configuration not stated)	9%[12.7 µM]	.	.	.	.	7%	.
CO[C@@H](COC(N)=O)C1=C(N2CC2)C(=O)C(C)=C(N2CC2)C1=O	-49%[12.7 µM]	.	.	.	.	-1%	.
CCNC(C)Cc1cccc(C(F)(F)F)c1 (configuration not stated)	?	.	.	.	.	-8%	.

Given with two lines to a compound: entries from further up.
Every second line gives: G9a block, HP1b binding inh, JMJD2A Tudor, BAZ2B inh, PI4K2A block, GLS inhibitor, Pin1 inhibitor
O=c1[nH]c(=S)n(CCC2=CCCCC2)c(O)c1C=NCc1cccnc1
  47%[12.7 µM], ., ., 4%, ., ., .
COc1cc(/C=C2/C(=O)N(c3ccccc3)N=C2C)ccc1OS(=O)(=O)c1ccccc1
  35µM*, ., ., 28µM*, ., ., .
CC(N)Cc1ccccc1Sc1ccc(O)cc1 (configuration not stated)
  35µM*, ., ., -5%[57.1 µM], ., ., .
Cc1ccc(-n2nc(C)c(C3C(C#N)=C(N)Oc4c3c(=O)oc3ccccc43)c2Cl)cc1 (configuration not stated)
  1%[59 µM], ., ., 2%, ., ., .
Cn1c2ccccc2c2cnn(CC(=O)N3CCC4(CC3)OCCO4)c(=O)c21
  -13%, ., ., -13%, ., ., .
CCc1nn2c(=O)cc(N3CCN(C)CC3)nc2s1
  ., ., -18%, ., ., ., 5%
Cn1nc(-c2ccccc2)nc2c(=O)n(C)c(=O)nc1-2
  ., 10%[57 µM], -6%[57.1 µM], ., ., ., .
CCNC[C@H](O)c1cccc(O)c1
  6%[21.5 µM], ., ., ., ., 21%[20 µM], .
O=C1Nc2ccc(Cl)cc2C(c2ccccc2Cl)=NC1O (configuration not stated)
  19%[59 µM], ., ., ., ., 7%, .
O=c1[nH]c(=O)n(Cl)c(=O)n1Cl
  18%[59 µM], ., ., ., ., 0%, .
C[C@H]1C2Cc3ccc(O)cc3[C@]1(C)CCN2CC1CC1
  25%[12.7 µM], ., ., ., ., 12%, .

Continued:
SMILES	G9a block	HP1b binding inh	JMJD2A Tudor	BAZ2B inh	PI4K2A block	GLS inhibitor	Pin1 inhibitor
C/C(=C\c1csc(C)n1)[C@@H]1C[C@@H]2O[C@]2(C)CCC[C@H](C)[C@H](O)[C@@H](C)C(=O)C(C)(C)[C@@H](O)CC(=O)O1	7%[12.7 µM]	.	.	.	.	0%	.
CC[C@H]1CN2CCc3cc(OC)c(OC)cc3[C@H]2C[C@@H]1C[C@@H]1NCCc2cc(OC)c(OC)cc21	20%[59 µM]	.	.	.	.	21%	.
CC1CCC(C(C)C)C(OC(=O)c2ccccc2N)C1 (configuration not stated)	95%[activator][59 µM]	.	.	.	.	-10%	.
CC(=O)N1CCN(c2ccc(OC[C@@H]3CO[C@@](Cn4ccnc4)(c4ccc(Cl)cc4Cl)O3)cc2)CC1	?	.	.	.	.	1%	.
C=CCC1(C(C)CCC)C(=O)N=C(S)NC1=O (configuration not stated)	3%[59 µM]	.	.	.	.	-28%	.
CNC[C@H](O)c1ccc(O)cc1	8%[5.15 µM]	.	.	.	.	40%[activator][20 µM]	.
CCC1OC(=O)CC(O)C(C)[C@@H](O[C@@H]2OC(C)[C@H](O[C@@H]3C[C@@](C)(O)C(O)C(C)O3)C(N(C)C)C2O)[C@H](CC=O)CC(C)C(=O)/C=C/C(C)=C/[C@@H]1COC1OC(C)C(O)C(OC)[C@@H]1OC (some centres not stated)	-38%[2.33 µM]	.	.	.	.	-1%	.
CCC(C)(S(=O)(=O)CC)S(=O)(=O)CC	-25%[12.7 µM]	.	.	.	.	-1%	.
CCN(CC)CCO[C@H]1CC[C@@]2(C)C(=CC[C@@H]3[C@H]2CC[C@]2(C)C(=O)CC[C@H]32)C1	-2%[12.7 µM]	.	.	.	.	5%	.
C#CCN1CC(=O)N(COC(=O)[C@@H]2[C@@H](C=C(C)C)C2(C)C)C1=O	35%[59 µM]	.	.	.	.	0%	.
OC[C@@H](O)[C@H]1O[C@@H]2OC(C(Cl)(Cl)Cl)O[C@H]2[C@H]1O (some centres not stated)	3%[12.7 µM]	.	.	.	.	6%	.
CC(=O)N[C@@H]1CCSC1=O	6%[21.5 µM]	.	.	.	.	0%[20 µM]	.
Cn1sc(Cl)cc1=O	-27%[12.7 µM]	.	.	.	.	21%	.
CN1CCCC(=C(c2cccs2)c2cccs2)C1	-18%[12.7 µM]	.	.	.	.	-9%	.
COC([CH2][Hg])CNC(=O)c1ccccc1OCC(=O)O (configuration not stated)	?	.	.	.	.	?	.
CNC(C)[C@@H](O)c1ccc(O)cc1 (some centres not stated)	-10%[12.7 µM]	.	.	.	.	14%	.
C=CC1CN2CCC1CC2C(OC(=O)OCC)c1ccnc2ccc(OC)cc12 (configuration not stated)	-24%[2.33 µM]	.	.	.	.	-19%	.
O=C1C2CC=CCC2C(=O)N1SC(Cl)(Cl)Cl (configuration not stated)	1.6µM*	.	.	.	.	?	.
O=[N+]([O-])c1ccc(F)c([N+](=O)[O-])c1	?	.	.	.	.	5%	.
CN1C(=O)C(O)N=C(c2ccccc2)c2cc(Cl)ccc21 (configuration not stated)	22%[59 µM]	.	.	.	.	-1%	.
CCC/C=C/C=C/C(=O)OC1/C(=C/C(=O)OC)CC2CC(C(C)O)OC(=O)CC(O)CC3CC(OC(C)=O)C(C)(C)C(O)(CC4C/C(=C/C(=O)OC)CC(/C=C\C(C)(C)C1(O)O2)O4)O3 (configuration not stated)	-8%[12.7 µM]	.	.	.	.	-12%	.
CCC(=O)Oc1ccc2c(c1)CCC1C2CC[C@]2(C)C(OC(=O)CC)CCC12 (some centres not stated)	?	.	.	.	.	-4%	.
CC[C@@H]1[C@@H]2C[C@H]3[C@H]4N(C)c5ccccc5[C@@]45C[C@@H]([C@@H]2[C@@H]5O)N3[C@H]1O	-1%[21.5 µM]	.	.	.	.	28%[20 µM]	.
CCCC(C)C1(CC)C(=O)NC(=S)NC1=O (configuration not stated)	26%[59 µM]	.	.	.	.	4%	.
CCC(C)C1O[C@]2(C=CC1C)CC1CC(C/C=C(\C)[C@H](OC3CC(OC)C(O[C@H]4CC(OC)[C@@H](O)C(C)O4)C(C)O3)[C@@H](C)/C=C/C=C3\COC4C(O)C(C)=C[C@H](C(=O)O1)[C@@]34O)O2 (some centres not stated)	-31%[2.33 µM]	.	.	.	.	-4%	.
c1csc(C2(N3CCCCC3)CCCCC2)c1	0%[12.7 µM]	.	.	.	.	10%	.
O=[N+]([O-])OC1CO[C@H]2C(O[N+](=O)[O-])COC12 (some centres not stated)	-39%[2.33 µM]	.	.	.	.	3%	.
Cc1cc(C)cc(C(=O)OC2CC3CCC(C2)N3C)c1 (configuration not stated)	?	.	.	.	.	1%	.
N[C@@H](Cc1ccc(Oc2cc(I)c(O)c(I)c2)c(I)c1)C(=O)O	.	.	.	.	-15	.	.
O=C(NC(Cc1ccccc1)P(=O)(O)Oc1ccccc1)OCc1ccccc1 (configuration not stated)	.	.	.	.	-7	.	.
CC(C)(C)NC(=O)C1CN=C(c2ccccc2)c2cc(Cl)ccc2N1C(=O)C1CCC1 (configuration not stated)	.	.	.	.	6	.	.
O=C(O)c1ccc(=O)[nH]c1	.	.	.	.	-4	.	.
C=CCN(CC#CCO)Cc1ccc(OC)cc1OC	.	.	.	.	5	.	.
O=C(CCCCl)c1ccc(F)cc1	.	.	.	.	-6	.	.
C[C@H](NC(=O)OCc1ccccc1)[P+](=O)O	.	.	.	.	-6	.	.
CC1(C)CC/C(=C/c2ccc(Cl)cc2)C1(O)Cn1cncn1 (configuration not stated)	.	.	.	.	i	.	.
CC(C)(C)n1nnnc1C1CN=C(c2ccccc2)c2cc(Cl)ccc2N1 (configuration not stated)	.	.	.	.	3	.	.
C[C@]12CC[C@H]3[C@@H](CCC4=CC(=O)CC[C@@H]43)[C@@H]1CC[C@@H]2OC(=O)CCC1CCCCC1	.	.	.	.	-1	.	.
CC(=O)NC1CCSC1=O (configuration not stated)	.	.	.	.	2	.	.
Fc1cc(Br)ccc1CBr	.	.	.	.	-7	.	.
CN1c2ccc(Br)cc2[C@@H]2NCC[C@@H]2[C@@H]1CO	.	.	.	.	3	.	.
COc1cc(C[C@@H](C)N)c(OC)cc1C	.	.	.	.	i	.	.
O=c1[nH]c2ccccc2n1C1CCNCC1	.	.	.	.	-1	.	.
C=C1C(=O)C(C)=C2C(=O)N3Cc4[nH]c5ccccc5c4CC3(C(=O)OC)C12 (configuration not stated)	.	.	.	.	-11	.	.
O=c1[nH]c2cc(Cl)ccc2n1C1CCNCC1	.	.	.	.	-1	.	.
CCN(CC)C(=O)N[C@@H]1C=C2c3cccc4[nH]cc(c34)C[C@@H]2N(C)C1	.	.	.	.	-4	.	.

Random excerpt: 2 records from the list
SMILES	G9a block	HP1b binding inh	JMJD2A Tudor	BAZ2B inh	PI4K2A block	GLS inhibitor	Pin1 inhibitor
C=CCN(CC#CCO)Cc1ccc(OC)cc1OC	.	.	.	.	5	.	.
CC(C)(C)n1nnnc1C1CN=C(c2ccccc2)c2cc(Cl)ccc2N1 (configuration not stated)	.	.	.	.	3	.	.
